TNAP act DEA = activators of human TNAP at intermediate phosphate acceptor. P05186. purified TNAP, CDP-star luminescence, 100 mM DEA, 30 min; active compounds read high; scale: 0 levamisole-inhibited, 1 vehicle-only enzyme. activation factor at 20 µM. 64,000 tested, under 10 active. AID 813;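 active = activation factor of at least 2 at 20 µM, relative to controls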
Target sequence (P05186 whole entry, looked up): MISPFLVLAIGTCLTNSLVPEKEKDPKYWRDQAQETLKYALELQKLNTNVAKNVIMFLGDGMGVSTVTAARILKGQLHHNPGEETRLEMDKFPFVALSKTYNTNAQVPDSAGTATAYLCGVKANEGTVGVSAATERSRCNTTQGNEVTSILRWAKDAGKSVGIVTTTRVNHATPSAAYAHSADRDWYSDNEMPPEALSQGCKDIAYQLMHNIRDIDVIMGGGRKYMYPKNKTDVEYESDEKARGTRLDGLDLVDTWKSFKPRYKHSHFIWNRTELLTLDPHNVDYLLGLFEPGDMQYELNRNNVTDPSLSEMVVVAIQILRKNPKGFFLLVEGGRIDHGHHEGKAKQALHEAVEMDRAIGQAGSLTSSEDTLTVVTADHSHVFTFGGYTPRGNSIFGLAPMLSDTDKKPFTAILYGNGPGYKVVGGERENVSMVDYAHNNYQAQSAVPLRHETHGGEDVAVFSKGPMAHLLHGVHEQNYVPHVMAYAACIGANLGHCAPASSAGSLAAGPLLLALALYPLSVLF
D1 allo mod = allosteric modulators of human D1 dopamine receptor | HEK293 D1, CRE-luciferase, dopamine EC30 potentiation; actives deviate in either direction | B-score at 10 µM | 5.9% of 58,000 active;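 active = luminescence count or its row- and column-corrected plate score outside the 99.7% band of the plate's sample wells, on either side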
SF1 activator = activates the human nuclear receptor SF-1 | Q13285 | CHO-K1 Gal4-SF-1 LBD luciferase reporter; % increase over DMSO SF-1-specific signal | activation, % at 10 µM | 1.9% of 65,000 active | AID 522;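 active = activation above the mean activation of all tested compounds plus 3 SD, cut at about 50% in these data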
Target sequence (Q13285 whole entry, looked up, the tested form may be a part): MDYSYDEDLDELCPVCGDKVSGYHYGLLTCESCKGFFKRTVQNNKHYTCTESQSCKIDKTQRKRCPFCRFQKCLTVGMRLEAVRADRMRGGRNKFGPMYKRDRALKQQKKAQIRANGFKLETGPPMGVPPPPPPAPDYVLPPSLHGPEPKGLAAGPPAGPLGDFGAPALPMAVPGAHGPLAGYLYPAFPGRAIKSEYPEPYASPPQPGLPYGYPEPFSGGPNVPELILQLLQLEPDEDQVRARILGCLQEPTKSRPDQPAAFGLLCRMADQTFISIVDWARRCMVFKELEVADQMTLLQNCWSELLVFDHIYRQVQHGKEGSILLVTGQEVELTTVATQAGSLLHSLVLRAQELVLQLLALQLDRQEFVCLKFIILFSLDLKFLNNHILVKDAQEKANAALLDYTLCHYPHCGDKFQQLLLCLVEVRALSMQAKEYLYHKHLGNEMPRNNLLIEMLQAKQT
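Assay system: CHO-K1 cells co-transfected with Gal4 DBD–human SF-1 LBD, 5xGal4 luciferase reporter / Input: 4,000 cells per well / Incubation: 20 h compound exposure at 37 °C after 1 h cell settling / Detection: SteadyLite luciferase luminescence / Control set: DMSO negative control and −SF1 background wells / Replication: one test per compound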
NADH enzymes = inhibition of NAD/NADH coupling enzymes, library profiling; coupled PK/LDH NADH assays, four targets; IC50, µM (series often up to 10 µM), for inactives: at the top dose inhibition; 0.02% of 65,000 active; AID 774;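 active = single-dose screening hits from any of four coupled enzyme assays that gave an IC50 when retested across doses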;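 note: the DPM-DC format reads NADH fluorescence rather than 340 nm absorbance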
Ecoli tolC = blocks growth of E. coli BW25113 tolC mutant; OD615; growth inhibition, % at 10 µM (by protocol); AID 573; 2.2% of 65,000 active;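 active = growth inhibition at or above a cutoff equal to the mean over every tested compound plus 3 SD, cut at about 60% in these data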;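 note: growth measured after 20 h incubation at 37 °C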
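Test system: E. coli BW25113 ΔtolC::kan bacteria; incubation: 37 °C, 20 h exposure; medium: LB broth supplemented with 50 µg/mL kanamycin; read-out basis: percent growth inhibition; signal: A615 absorbance measurement; compound: 10 µM final, single dose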
M1 antagonist = blocks the rat M1 muscarinic receptor response to acetylcholine | P08482 | CHO-M1 cells, Fluo-4 calcium, ACh EC80 antagonist mode; active compounds read low | B-score at 10 µM | 3.4% of 64,000 active | AID 628;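 active = calcium fluorescence response, raw or row-and-column corrected B-score, differing from the plate sample mean either way at a set confidence level, mostly lower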
M1 ag = M1 muscarinic receptor agonism. CHO-M1 cells, Fluo-4 calcium fluorescence, agonist mode; active compounds read high. B-score at 10 µM. 3% of 64,000 active;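 active = fluorescence rise, raw or as B-score row- and column-corrected plate score, outside the 99.7% band of its plate's samples, either direction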
HEK293 NFkB inh = inhibitors of the PMA/ionomycin-induced NF-kB reporter in HEK293 cells; AID 465; HEK-293 NF-kB luciferase reporter, luminescence; inhibition, % at 3 µM; 0.21% of 62,000 active;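 active = inhibition above the mean of all tested compounds plus 3 SD, cut at about 40% in these data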;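 note: 0% = stimulated DMSO wells and 100% = 10 µM reference inhibitor 5653914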
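Reagent: PMA plus ionomycin mix as NF-kB-activating stimulus. Assay system: NF-kB luciferase reporter HEK-293 cells. Technique: luminescence from luciferase substrate reagent. Incubation: 1 h compound pre-incubation, 16 h PMA/ionomycin at 37 °C. Benchmarks: DMSO only as uninhibited control, 10 µM reference inhibitor as full inhibition. Repeats: tested once.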
Jurkat viability = cytotoxicity toward Jurkat cells; Jurkat E6.1 viability, ATP luminescence, 48 h; inhibition, % at 4 µM; 1.2% of 56,000 active; AID 463;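 active = inhibition above the mean inhibition of all tested compounds plus 3 SD, cut at about 28% in these data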
Active calls of the source: *; / = no result given; [ ] = remark or other dose.

canonical_smiles	TNAP act DEA	D1 allo mod	SF1 activator	NADH enzymes	Ecoli tolC	M1 antagonist	M1 ag	HEK293 NFkB inh	Jurkat viability
COc1ccc(-n2c(/C=C(\C)O)nc(=O)c3c(C)cc(C)nc32)cc1	0.9	2.9	6	7%	13	-0.67	1.8	12	4
CC(C)N1C(=O)C2ON(c3ccccc3)C(c3cccs3)C2C1=O (configuration not stated)	1	-0.023	-2	5%	9	-3.8*	-0.055	7	2
CC(C)c1ccc(NC(=O)C(c2ccccc2)N2CCN(C(=O)c3ccco3)CC2)cc1 (configuration not stated)	1.1	-0.6	1	8%	48	0.0076	-0.017	18	3
CCCCCC(=O)Nc1ccc(N2CCN(CC)CC2)c(Cl)c1	0.9	-4.6*	32	8%	0	-11*	0.38	2	-1
Cn1c(SCC(=O)NC2CCCC2)nc2cccnc21	0.9	0.23	-4	9%	-2	0.43	0.2	7	1
CCC1C2CN(C(C)=O)CC=C2C(C#N)=C(N)C1(C#N)C#N (configuration not stated)	1	-0.88	3	9%	-4	-0.24	-0.49	8	2
CCC(OC(=O)c1nsc(Cl)c1Cl)C(=O)NCc1ccco1 (configuration not stated)	0.9	-0.22	-2	2%	-6	0.22	-1	12	-6
CCC(=O)N1CCc2cc(S(=O)(=O)NCCC(=O)N3CCN(c4ccccn4)CC3)ccc21	1	-0.34	-9	4%	7	-0.00077	-0.098	26	6
COc1ccc2c(c1)CCC(C)N2S(=O)(=O)c1ccc(C2CNC(=O)C2)cc1 (configuration not stated)	/	-1.2	7	8%	17	0.0044	-0.059	20	7
O=c1c2ccccc2nc(-c2ccco2)n1CCCn1ccnc1	0.8	2.3	-16	5%	-16	0.58	0.048	3	-1
CCn1cc(C(=O)N2CC(C)CC(C)C2)c(=O)c2cc(S(=O)(=O)N3CCOCC3)ccc21 (configuration not stated)	0.9	-0.028	-19	4%	-4	0.28	-0.12	15	12
CCc1nn2cc(-c3ccccc3)nc2s1	0.9	-8.3*	-69	7%	-1	0.68	0.17	-4	-3
CCOc1ccc(-c2nnn(CC(=O)NCc3cccs3)n2)cc1	0.9	-0.004	-1	5%	0	0.61	-0.037	14	-3
COc1ccccc1N1CCN(C(=O)c2cn(-c3ccccc3)nc2-c2cccnc2)CC1	1	0.17	23	4%	-3	1.9*	5.3*	12	16
COc1ccc(N(C(C)=O)C2C=CS(=O)(=O)C2)c(OC)c1 (configuration not stated)	1	0.0014	-10	6%	-24	0.45	0.0024	9	2
Cc1nn(C)c(C)c1S(=O)(=O)N1CCC(C(=O)Nc2ccc3c(c2)OCCO3)CC1	0.9	-0.73	3	4%	-11	0.29	0.024	14	-4
CC1=C(C(=O)OCC2CCCO2)C(c2ccccc2)NC(=O)N1 (configuration not stated)	0.9	0.37	-14	8%	-11	0.37	0.053	15	-5
CCOc1ccc2nc(N3CCC(C(=O)N4CCN(C5CCCCC5)CC4)CC3)sc2c1	0.9	-1.3	24	2%	17	-2.9*	-2.2	0	4
Cc1ccc(CCN2CC(C(=O)NCCCN(C)Cc3ccccc3)CC2=O)cc1 (configuration not stated)	1	-0.19	-8	4%	-24	-0.83	-0.65	3	-7
COc1nc2cc(C)ccc2cc1-c1noc(-c2cccnc2)n1	1	-0.02	-1	6%	-6	-0.67	0.95	2	2
CC(C)c1ccc(NC(=O)C2CCCN(S(=O)(=O)c3cnc[nH]3)C2)cc1 (configuration not stated)	1	0.14	6	0%	6	1.3	0.4	6	-1
COc1ccc2c(c1)N(C)C(=O)CC(c1ccccc1)=N2	0.9	-0.39	3	3%	8	-0.27	0.96	10	-6
O=C(NCc1ccccc1)C1CCCN(C(=O)Nc2ccccc2)C1 (configuration not stated)	0.9	-0.47	10	8%	4	1.2	-0.26	12	-6
Cc1nnc(SCC(=O)Nc2ccc(S(=O)(=O)N3CCCC3)cc2)n1N	1	0.22	-16	7%	11	-4.7*	-0.033	1	-2
CCc1nnc(NC(=O)c2cnccn2)s1	1	0.068	38	8%	-11	0.011	0	-4	2
CCn1c(CN2CCN(C(=O)c3ccco3)CC2)nc2c1c(=O)n(C)c(=O)n2C	0.9	-0.78	-22	5%	-11	-1	-0.11	-3	2
CC1(C)c2ccccc2N2CCC(=O)NC21/C=C/c1ccco1 (configuration not stated)	0.9	-0.03	-6	7%	-14	0.018	0.51	8	-5
Cc1c(NC(=O)C(C#N)=C2CCCCC2)c(=O)n(-c2ccccc2)n1C	1	0.2	9	4%	-7	1.2	0.9	14	-2
CC(C)(C)C(=O)CNS(=O)(=O)c1ccc(S(=O)(=O)NC2CCCC2)cc1	0.9	-0.46	19	5%	-16	-0.16	0.34	1	2
CCOC(=O)C1=C(c2ccccc2)N(C)C(=O)NC1c1ccc(OC(F)F)c(OC)c1 (configuration not stated)	0.9	1.5	-16	1%	38	0.19	-1.1	12	11
COc1cc2c(C(=O)NCCCN3CC(C)CC(C)C3)cn(CC(C)C)c(=O)c2cc1OC (configuration not stated)	1	/	27	11%	-2	-2.5*	-0.13	9	/
COC(=O)c1c(NC(=O)c2ccoc2C)sc2c1CCC2	0.9	0.024	-11	14%	0	0.23	2.2*	6	5
COc1ccc(OC)c(S(=O)(=O)N2CCC(C(=O)NC(C)c3ccccc3)CC2)c1 (configuration not stated)	1.1	-0.24	-2	3%	-21	0.031	0.016	5	9
Cc1nn(-c2ccccc2)c2sc(-c3n[nH]c(=S)o3)cc12	0.8	/	0	6%[fluoresces]	78*	/	/	24	6
C=CCn1c(SCC2=C(C(=O)OCC)C(C)NC(=O)N2)nnc1C1CCCCC1 (configuration not stated)	1	-0.96	-5	3%	0	-1.1	0.49	19	-5
COC(=O)c1ccc(NC(=O)c2ccccc2N(C)S(C)(=O)=O)cc1	0.8	0.44	3	1%	-10	-1.2	-0.011	19	3
CCN(CC)S(=O)(=O)c1ccc2c(c1)nc(SCn1nnc3ccccc3c1=O)n2CC	0.9	/	-16	2%	20	0.3	0.25	19	/
COc1ccc(-c2c(C)nn3c(N4CCN(Cc5ccccc5)CC4)cc(C)nc23)cc1OC	0.9	-0.45	12	5%	11	-0.8	0.2	10	6
Cn1c(=O)c2cc(S(=O)(=O)NC(C(=O)NCc3cccnc3)c3ccccc3)ccc2n(C)c1=O (configuration not stated)	1	-0.97	3	3%	-16	-0.056	1.4	11	-2
O=C(C1CCN(Cc2ccc(F)cc2)CC1)N(CCO)Cc1ccccc1	0.9	-1.2	23	4%	7	-0.085	-0.98	14	9

One compound at a time, from the list above. Values in the order: TNAP act DEA, D1 allo mod, SF1 activator, NADH enzymes, Ecoli tolC, M1 antagonist, M1 ag, HEK293 NFkB inh, Jurkat viability
`Cc1ccc(CCN2CC(C(=O)NCCCN(C)Cc3ccccc3)CC2=O)cc1` (configuration not stated) is listed with 1, -0.19, -8, 4%, -24, -0.83, -0.65, 3, -7
`COc1ccc(OC)c(S(=O)(=O)N2CCC(C(=O)NC(C)c3ccccc3)CC2)c1` (configuration not stated) is listed with 1.1, -0.24, -2, 3%, -21, 0.031, 0.016, 5, 9
`CCOc1ccc(-c2nnn(CC(=O)NCc3cccs3)n2)cc1` is listed with 0.9, -0.004, -1, 5%, 0, 0.61, -0.037, 14, -3
`O=C(NCc1ccccc1)C1CCCN(C(=O)Nc2ccccc2)C1` (configuration not stated) is listed with 0.9, -0.47, 10, 8%, 4, 1.2, -0.26, 12, -6
`CCc1nn2cc(-c3ccccc3)nc2s1` is listed with 0.9, -8.3*, -69, 7%, -1, 0.68, 0.17, -4, -3

Next part
canonical_smiles	TNAP act DEA	D1 allo mod	SF1 activator	NADH enzymes	Ecoli tolC	M1 antagonist	M1 ag	HEK293 NFkB inh	Jurkat viability
CS(=O)(=O)N(CCc1ccccc1)CC(=O)NCc1ccccn1	0.9	0.31	-4	3%	-5	-0.011	0.26	12	3
O=C(c1ccccc1CCc1ccccc1)N1CCN(c2ccccn2)CC1	0.9	-0.4	0	4%	79*	0.45	0	14	-1
Cc1nn(C)cc1CNC(=O)c1ccccc1Br	0.9	0.17	1	0%	1	0.33	0.76	-5	3
COc1ccc(NC(=O)CCCN2C(=O)CCC2=O)cc1Cl	0.8	-0.25	0	1%	-3	-0.012	-0.22	21	2
c1ccc(-c2nn3c(-c4ccncc4)nnc3s2)nc1	0.8	0.99	-4	3%	13	-1.4	-0.85	11	9
CC(=O)N1CCCc2cc(S(=O)(=O)N(C)Cc3ccccc3)ccc21	1	-0.024	10	7%	-5	-0.65	1.4	6	3
Cc1cccc(OCC(O)Cn2c(=N)n(CCN3CCOCC3)c3ccccc32)c1 (configuration not stated)	1	-1	-9	6%	-8	0.077	1	11	8
CCn1c(SCC(=O)Nc2cc(C)ccc2C)nnc1-c1cnccn1	0.9	-0.094	-6	2%	-4	0.58	-0.61	15	-1
Cc1ccccc1Cn1cc(NC(=O)c2cc3nc(-c4ccco4)cc(C(F)(F)F)n3n2)cn1	0.9	0.84	19	23%	-1	-0.68	1.5	-3	3
CCOC(=O)CN1CC23C=CC(O2)C(C(=O)NCc2cccs2)C3C1=O (configuration not stated)	0.9	-0.87	6	5%	-6	-0.46	-0.28	8	-4
O=C(CCn1c(=O)[nH]c2ccsc2c1=O)N1CCN(c2cccc(Cl)c2)CC1	0.9	-0.055	0	2%	21	-0.19	0.055	19	/
CCCCCCOC(=O)C(C#N)c1nc2ccccc2nc1N1CCCCC1 (configuration not stated)	0.9	-0.86	-12	4%	1	-2.2	9.9*	11	-2
O/N=C1/CCCSc2ccccc21	0.9	-0.5	/	4%	8	1.6	-0.33	/	/
COc1ccc(C(C)=O)c(OC(=O)c2ccc(OC)c(OC)c2)c1	1	2.1	22	0%	-16	0.34	1.3	-18	-7
O=C(c1ccccc1Cl)N1CCCC(c2nc3c(nnn3Cc3ccccc3)c(=O)[nH]2)C1 (configuration not stated)	0.9	1.4	-2	4%	35	-0.34	-0.22	19	-5
O=C(O)CC1SC(=O)N(Cc2ccccc2)C1=O (configuration not stated)	1	-0.66	-12	7%	-36	0.17	0.95	15	-1
CC1=C2C(CCS2(=O)=O)CC2(C1)C(=O)OC(C)(C)OC2=O (configuration not stated)	0.9	0.46	2	4%	-16	0.51	0.17	9	1
CC(=O)Nc1sc2c(c1C#N)CC(C)(C)NC2(C)C	1	0.069	-23	6%	2	0.59	0.34	7	-6
O=C(CN1CCCC1)NCC1(c2ccccc2)CCOCC1	0.9	0.36	13	7%	6	0.089	-0.47	22	6
COc1ccc(-c2cn3cccnc3n2)cc1NC(=O)CC(C)C	0.9	-0.94	0	7%[fluoresces]	-8	0.47	0.1	16	/
CCn1cc(C2=NC(C(C)C)CO2)c2ccccc21 (configuration not stated)	0.9	-1.5	12	3%	16	-6.5*	-0.76	0	-1
OCCN1CCN(c2nc(-c3ccccc3)nc3c2oc2ccccc23)CC1	0.9	-1.4	-7	10%	25	1.1	0.12	20	11
CC(C)OC(=O)C(NC(=O)c1ccccc1)=C1CCCCC1	0.9	-1.4	2	3%	-14	-0.49	-0.3	0	0
